Assay outcomes from PubChem.
HePTP inhibitor: blocks human HePTP tyrosine phosphatase; recombinant HePTP phosphatase activity, OD absorbance; inhibition, % at 20 µM; 0.64% of 110,000 active; AID 521; in the data active means inhibition above about 50%;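 further: plate controls were vehicle for no effect and reference inhibitor for full effect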
Target sequence (P35236 whole entry, looked up): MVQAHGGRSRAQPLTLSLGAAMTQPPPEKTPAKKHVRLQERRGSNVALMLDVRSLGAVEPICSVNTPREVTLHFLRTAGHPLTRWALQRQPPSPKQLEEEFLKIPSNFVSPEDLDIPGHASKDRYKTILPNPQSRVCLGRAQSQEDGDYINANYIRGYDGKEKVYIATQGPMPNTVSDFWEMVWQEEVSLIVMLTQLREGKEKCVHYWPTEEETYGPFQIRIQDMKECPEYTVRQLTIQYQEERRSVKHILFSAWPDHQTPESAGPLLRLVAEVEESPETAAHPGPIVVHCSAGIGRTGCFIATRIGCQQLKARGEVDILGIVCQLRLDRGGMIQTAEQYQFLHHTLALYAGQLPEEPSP
BAP1 inh: human BAP1 deubiquitinase inhibition; recombinant BAP1, Ub-AMC hydrolysis fluorescence kinetic; active compounds read low; activity remaining (% of control), % at 20 µM; 0.48% of 72,000 active;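 active means activity remaining at or below 50% of control, provided the compound also passes the data quality filters; inactive means the rest, including low values that fail the filters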;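 further: 100% = DMSO wells rate and 0% = substrate alone blank rate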
* hit, by the source's call; i = inactive; . = no result given.

HePTP inhibitor | BAP1 inh | molecule
4 | . | NS(=O)(=O)c1ccc(CCNC(=O)Nc2cccc(Cl)c2)cc1
-3 | . | O=C(NC1CCCCC1)C1CC(=O)N(c2cccc([N+](=O)[O-])c2)C1 (stereo not drawn)
-2 | . | COc1ccc(OC)c(N(CC(=O)Nc2ccccc2Br)S(C)(=O)=O)c1
. | 60 | Cn1c(-n2c(CN3C(=O)c4ccccc4C3=O)nc3ccccc3c2=O)nc2ccccc21
-9 | . | O=C(NCCc1cccc(C(F)(F)F)c1)C(=O)Nc1ccccc1
3 | 103 | CC(C)OC(=O)CCC(=O)Nc1nc2ccccc2s1
0 | . | COc1ccc(NCN2C(=O)S/C(=C/c3ccc(SC)cc3)C2=O)cc1
-16 | . | COc1ccc(-c2nnc(NC(=O)c3ccccc3C)s2)cc1OC
8 | 105 | CC(=O)Nc1cccc(C(=O)N2CCN(Cc3ccccc3)CC2)c1
8 | 92 | CCCCc1cc(O)c(CCCC)c(O)c1
0 | . | O=C(NCc1ccco1)c1c(O)c2cccc3c2n(c1=O)CCC3
12 | . | CCN(CC)/C(=C\C(=O)c1ccc(C)cc1)c1ccccc1
-2 | . | Cc1ccccc1-c1nc2ccccc2c(=O)n1/N=C/c1ccc([N+](=O)[O-])cc1
98* | . | CN(/C=C/C=C1\CC/C(=C\C=C\N(C)c2ccccc2)C1=O)c1ccccc1
3 | . | O=C(Nc1ccc(F)c(Cl)c1)c1cc2n(n1)C(C(F)(F)F)CC(c1cccs1)N2 (stereo not drawn)
8 | 94 | COc1ccccc1NC(=O)c1nnn(CC(=O)Nc2ccccc2)c1N
8 | 106 | CCC(=O)N1Cc2ccccc2-c2ccccc2C1=O
4 | 93 | Cc1cc(C)n2nc(C(=O)Nc3ccccc3N3CCOCC3)nc2n1
7 | i | Cc1c(O)c(CN2CCCC2)cc2c3c(c(=O)oc12)CCC3
11 | . | C=CCn1c2ccccc2c2nnc(SCC(=O)Nc3cc(C)on3)nc21
6 | 72 | CC(=O)Nc1cccc(OCC(=O)NS(=O)(=O)c2ccc(C)cc2)c1
-1 | 66 | Cc1csc(N(C)C(=O)CSc2nnc(COc3cccc4ccccc34)o2)n1
. | 62 | CCn1c2ccccc2c2cc(C3C(C(=O)OCCOC)=C(C)NC4=C3C(=O)CCC4)ccc21 (stereo not drawn)
. | 115 | COC(=O)C1=C(C(=O)OC)SC2(S1)C(C(=O)OC)=C(C(=O)OC)SC1=C2c2cc(C)c(C)cc2NC1(C)C
-2 | 93 | CCC(C(=O)NC(C)CCc1ccccc1)n1nc(C)n2c(cc3occc32)c1=O (stereo not drawn)
-1 | 89 | COc1ccc(CN2CCCCC2C(=O)Nc2ccc(OC)c(OC)c2)cc1OC (stereo not drawn)
-6 | . | COC(=O)C1=CN(Cc2cccs2)C=C(C(=O)OC)C1c1cc(OC)c(OC)c(OC)c1
7 | 63 | COc1ccc(-c2noc(C3CCCN(C(=O)c4cccs4)C3)n2)cc1 (stereo not drawn)
10 | . | COc1ccc(C(=O)NCCC2=CCCCC2)cc1OC
0 | 100 | CCOC(=O)CSc1nc2c(c(=O)[nH]c(=O)n2C)n1CCCc1ccccc1

The results go on:
HePTP inhibitor | BAP1 inh | molecule
-1 | 97 | COc1cc(C(=O)OC(C)CN2CCCC2)cc(OC)c1OC (stereo not drawn)
-4 | 178 | CC(NS(=O)(=O)c1ccc(OCC(=O)N2CCOCC2)cc1)c1ccccc1 (stereo not drawn)
6 | . | COc1ccc(-c2nc3cc(NC(=O)COc4ccccc4[N+](=O)[O-])ccc3o2)cc1Br
0 | . | O=C(O)CCCCCN1C(=O)C(=O)/C(=C(/O)c2ccc(F)cc2)C1c1ccc(F)cc1 (stereo not drawn)
8 | . | CCN(CC)c1ccc(C(=O)Nc2ccc(F)c(Cl)c2)cc1
7 | . | Cc1cc(C)c(NC(=O)C(C)Sc2nc3ccccc3s2)c(C)c1 (stereo not drawn)
7 | . | COc1ccc(-n2c(=O)c3c4c(sc3n3c(SCC(N)=O)nnc23)COC(C)(C)C4)cc1
5 | . | O=C(N/N=C/c1cc([N+](=O)[O-])cc(Br)c1O)c1ccncc1
4 | 104 | Cn1c(=O)c2c(nc(NC3CCCCC3)n2Cc2ccccc2)n(C)c1=O
8 | 85 | CCOC(=O)COc1c(OC)cc(Cl)cc1C1NC(=O)NC(C)=C1C(C)=O (stereo not drawn)
12 | . | CCOCCCn1c(=N)c(C(=O)Nc2cc(C)on2)cc2c(=O)n3ccccc3nc21
10 | 110 | O=C(OCn1nnc2ccccc2c1=O)c1ccc(S(=O)(=O)N2CCOCC2)cc1
-7 | . | Cc1ccc(CC2S/C(=N\N=C\c3ccc(O)cc3)NC2=O)cc1 (stereo not drawn)
-8 | 104 | CCC(c1nnnn1CCC(C)C)N1CCC(C(N)=O)CC1 (stereo not drawn)
104* | . | CCCOC(=O)c1c(-c2ccc(OC)c(OC)c2)csc1N
10 | . | CCCc1cc(NCCCCO)n2c(nc3ccccc32)c1C#N
2 | 95 | COc1cccc(C(c2sc3nc(C)nn3c2O)N2CCN(C(=O)c3ccco3)CC2)c1 (stereo not drawn)
5 | 82 | O=C1CC(C2CCCO2)C(=O)N1Cc1ccccc1 (stereo not drawn)
2 | 89 | COc1cc2nc(CC(C)C)n(NC(=O)c3ccccc3)c(=O)c2cc1OC
-6 | . | Cc1ccc(C(=O)NCCCNc2ccc(Cl)cc2[N+](=O)[O-])cc1
8 | 87 | Cc1cc(C)n(-c2nnc(C)n2/N=C/c2ccccc2OCc2ccccc2Cl)n1
-5 | . | O=C(OCC(=O)N1CCN(C(=O)c2ccco2)CC1)c1ccccc1OCc1ccccc1
9 | 93 | O=C(Nc1ccncc1)C1CCCN(S(=O)(=O)c2cccc3cccnc23)C1 (stereo not drawn)
3 | . | CCOc1ccc(-c2nnc(NC(=O)Nc3ccc(Cl)c(Cl)c3)s2)cc1
-4 | . | CCOC(=O)c1sc(NC(=O)COc2ccc(Cl)cc2C)c(C(=O)OCC)c1C
17 | . | O=C(O)c1ccc(-c2ccc([N+](=O)[O-])cc2Cl)o1
4 | . | O=C1c2ccc3c4c(ccc(c24)C(=O)N1CCOc1ccccc1)CC3
-6 | 103 | C=CCSc1nc2c(c(=N)n1CC=C)C1CCCC1S2 (stereo not drawn)
6 | 107 | COC(=O)[C@H](CCSC)NC(=O)Nc1ccc(OC)c(Cl)c1
3 | . | COc1ccc(CC(=O)c2ccc(OC)c(OC)c2)cc1OC

(continued)
HePTP inhibitor | BAP1 inh | molecule
-2 | 176 | Cc1cc(NC(=O)CCC(=O)N(c2cccnc2)C(C(=O)NC2CCCC2)c2ccccc2F)no1 (stereo not drawn)
8 | . | CCCCNCCOc1cccc(Cl)c1Cl
0 | . | O=C1NC(=O)N(c2cccc(Br)c2)C(=O)/C1=C/c1ccc(O)cc1
3 | 92 | CCn1c(SCC(=O)Nc2nc3c(s2)CCCC3)nnc1-c1ccccc1
8 | . | CCOc1ccc(NC(=O)CN(c2ccc(C)cc2)S(=O)(=O)c2ccc(OCC)cc2)cc1
5 | 104 | Cc1ccc2nnc(Cl)n2n1
10 | 101 | Cc1cccc(OCC(=O)N(Cc2cccs2)C2CCS(=O)(=O)C2)c1C (stereo not drawn)
3 | 67 | CCOC(=O)c1ccc(NC(=O)COc2ccc(S(=O)(=O)NC(C)C)cc2)cc1
12 | 95 | CSc1cccc(NS(=O)(=O)c2ccccc2)c1
-6 | . | CC(=O)c1c(C)nc2ccccc2c1N
5 | 95 | O=C(Cn1cccc1C(=O)c1ccccc1)NCCN1CCOCC1
-4 | . | O=S(=O)(Cc1ccccc1)CC(O)COCc1ccc(Cl)cc1 (stereo not drawn)
-19 | . | CCc1ccccc1NC(=O)c1ccc(Cl)c([N+](=O)[O-])c1
10 | 111 | Cn1c(=O)[nH]c(=O)c2c1nc(NCCCO)n2Cc1ccc(F)cc1
8 | 105 | Cc1ccc(-c2nn(C)c(=O)c3ccccc23)cc1CO
-4 | . | CN=C(Nc1ccccc1)SC1CC(=O)N(c2cccc(OC)c2)C1=O (stereo not drawn)
7 | 61 | CCOC(=O)C1=C(C)NC(C)=C(C(=O)OCC)C1C(=O)OCC(=O)c1ccc2c(c1)OCCO2
10 | 135 | Cn1c(=O)cc(OCC(=O)N2CCN(c3cccc(C(F)(F)F)c3)CC2)c2ccccc21
0 | 86 | O=C(NCCn1ccc2ccccc21)c1ccc2c(c1)OCO2
1 | 91 | Cc1csc2nc(CCNS(=O)(=O)c3ccc4c(c3)OCCO4)cn12
-10 | . | CC(C)N=C1NS(=O)(=O)c2cc([N+](=O)[O-])ccc21
2 | 90 | COc1cc(OC)cc(C(=O)OCn2nnc3ccccc3c2=O)c1
9 | . | CC1=C(C(=O)Nc2ccccc2C)C(c2ccc(C)cc2)NC(=O)N1 (stereo not drawn)
7 | 118 | O=C(CCCn1c(SCC(=O)c2ccc(O)c(O)c2)nc2ccccc2c1=O)NCC1CCCO1 (stereo not drawn)
5 | 104 | Cc1nc(NC(=O)c2cccnc2)ccc1Br
-13 | 115 | CCS(=O)(=O)NCCc1cc2c(OC)ccc(OC)c2[nH]c1=O
-7 | . | CC(=O)c1ccc(-n2nncc2C)cc1
3 | . | COc1ccc(OCCNC(=O)c2ccc(I)cc2)cc1
3 | 90 | COc1cccc(/C=N/n2c(C)c3c(C)nnc(C)c3c2C)c1O
7 | . | COc1ccc(/C=N\NC(=O)c2ccc(Br)cc2)cc1Cl

Remaining list, next part
HePTP inhibitor | BAP1 inh | molecule
104* | . | CCOc1ccc(C(=O)Nc2ccc(NC(=O)c3ccco3)c(OC)c2)cc1[N+](=O)[O-]
3 | . | CCCn1c(SCc2cc(=O)oc3ccc4ccccc4c23)n[nH]c1=O
-12 | . | CCN(CC)c1ccc(NC(=O)COc2cccc(C)c2)cc1
. | 68 | N#Cc1c(N2C(=O)C3CC=C(Cl)CC3C2=O)sc2c1CCCC2 (stereo not drawn)
-6 | 100 | O=C(CCc1nc(-c2ccccc2F)no1)NC1CCCCCC1
-7 | . | CCCCN1C(=O)c2ccc(C(=O)Nc3c(N)n(CCCC)c(=O)n(C)c3=O)cc2C1=O
8 | . | O=C(CN1C(=O)/C(=C\c2ccccc2F)SC1=S)Nc1cccc(C(=O)O)c1
-11 | . | CCOc1ccc(N(CC(=O)Nc2cccc3cccnc23)S(=O)(=O)c2ccccc2)cc1
9 | 97 | COc1cccc(C(=O)Nc2ccc(NC(=O)C3CC3)cn2)c1
-4 | 80 | CCCCOc1ccc(NC2=NC3(CCCCC3)N=C(N)N2)cc1
1 | . | O=C(CN1C(=O)c2cccc3cccc(c23)C1=O)N1CCCC1
3 | . | Cc1ccc(C)c(NC(=O)CCCCCCCCCCC2CCCO2)c1 (stereo not drawn)
3 | 103 | Cc1oc(-c2ccc(Cl)cc2)nc1CN1CCCC(C(=O)NCCCN2CCCC2=O)C1 (stereo not drawn)
-2 | 99 | COC(=O)c1ccccc1NC(=O)CC#N
7 | 93 | COc1cccc(C(=O)Nc2cc(NC(=O)c3ccco3)ccc2OC)c1
3 | 105 | CCOC(=O)CSc1nnc(CNc2nc(-c3ccccc3)cs2)n1C
6 | 87 | C=CCc1c(C)nc(SC)nc1Nc1ccc(C(C)=O)cc1
10 | 84 | CCCCCCC(=O)c1c(C)[nH]c(C(=O)OCC)c1C
-4 | . | O=C(O)c1cc2ccccc2c([N+](=O)[O-])c1O
9 | . | Cc1ccc(NC(=O)CSc2nc3ccc(N)cc3s2)cc1Cl
6 | . | CN(C)/C=N/c1sc2c(c1C#N)CCCC2
5 | 51 | CCOc1ccc(C2C(C(=O)c3ccco3)=C(O)C(=O)N2Cc2cccnc2)cc1 (stereo not drawn)
-16 | . | O=S(=O)(CCc1nc2ccccc2[nH]1)c1ccc(Cl)cc1
3 | 99 | Cc1c(C(=O)OCC(=O)N2CC(C)OC(C)C2)oc2ccc(Br)cc12 (stereo not drawn)
10 | 104 | COC(=O)c1nonc1NCn1nnc2ccccc21
-5 | 83 | N#CC1=C(N)N(c2ccccc2)C2=C(C(=O)CCC2)C1c1ccsc1 (stereo not drawn)
8 | . | COc1ccc(C(NC=O)c2ccc(OC)c(OC)c2)cc1 (stereo not drawn)
. | 53 | CC(C)(C)c1ccc(C(=O)Nc2ccc(-c3nc4ccccc4s3)c(O)c2)cc1
9 | 101 | CC(=O)C1=C(C)OC(N)=C(C#N)C1c1ccncc1 (stereo not drawn)
8 | 89 | O=C(O)CC1SC(=Nc2cccc(C(F)(F)F)c2)NC1=O (stereo not drawn)
-3 | 100 | CCCCCC1CC(CC(=O)O)C(=O)O1 (stereo not drawn)
2 | 97 | Cc1cc(C)cc(N2C(=O)CC(n3ccnc3)C2=O)c1 (stereo not drawn)
-8 | . | CCN1C(=O)/C(=C\c2ccc(-c3ccc(I)cc3)o2)SC1=S
